# Screening results as filed in PubChem BioAssay.
# sdo1 growth: restores growth of sdo1-depleted yeast. S. cerevisiae sdo1-depleted JHY4D growth rescue, OD600 30 h; hits give high values; pdr5 snq2 efflux-pump mutant strain. z-score at 10 µM. 0.21% of 140,000 active. AID 817;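 active = z-score above 3 at both the 24 hr and the 30 hr optical density reads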;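 also: z-score against mean and SD of all compound wells on the same plate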
# INS promoter inh: TRM-6 insulin promoter activity inhibition; 0.9% of 130,000 active; AID 1273; TRM-6 cells (human fetal islet line), insulin promoter-eGFP reporter, imaging; reporter expression induced with tamoxifen; inhibition, % at 2 µM;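 active = inhibition above the mean plus 3 SD, with well images judged a real hit on visual review, cut at about 60% in these data, passing the limit was not always enough; inconclusive = inhibition over the cutoff but images rejected on review; inactive = inhibition not above the cutoff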
# sdo1 growth Rescue 24 h: also measured in sdo1 growth; calls as there; z-score; S. cerevisiae sdo1-depleted JHY4D growth rescue, OD600; measured here: growth rescue at 24 h;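 0 is the plate mean of compound wells and units are plate SD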
# * marks the source's active call; other numbers are inactive results; ? = inconclusive; nt = not tested or not shown. Not all compounds are listed; count on the stated rates, not on these rows.
sdo1 growth,sdo1 growth Rescue 24 h,INS promoter inh,mol
-0.44,-0.64,33.3,CCC(C)NS(=O)(=O)c1ccc(OCC(=O)NCc2ccco2)cc1 (stereo unspecified)
nt,nt,30.0,CCOc1ccc(C(CC(=O)O)n2cnnn2)cc1OC (stereo unspecified)
0.16,1.02,-67.6,CCOC(=O)c1sc2cc([N+](=O)[O-])cc(SCC(=O)OC)c2c1N
0.09,0.3,nt,Cc1ccc(-n2c(SCC(=O)NCC3CCCO3)nnc2-c2ccoc2C)cc1 (stereo unspecified)
0.05,-0.64,22.9,O=C(c1ccccc1Cl)N1CCNCC1
-0.64,-1.36,80.0*,O=C(NCCc1ccccc1)NC1CCCCC1
nt,nt,25.0,Nc1nonc1-c1nc2ccccc2n1CC(=O)N/N=C/c1ccc(-c2ccccc2C(=O)O)o1
0.01,0.64,nt,O=C(CN(Cc1ccccc1)S(=O)(=O)c1ccc(S(=O)(=O)N2CCOCC2)cc1)Nc1ccccc1
-0.92,-0.27,-17.9,COc1ccc(C(=O)CSc2nnc(C3CCCCC3)n2N)c(OC)c1
-0.19,0.31,-2.4,Cc1ccc(-c2nc(SCC(=O)NCC3CCCO3)c(-c3ccc(Cl)cc3)[nH]2)cc1 (stereo unspecified)
1.12,0.44,46.7,COc1ccccc1S(=O)(=O)Nc1ccc2cn[nH]c2c1
-0.29,-0.73,16.7,Cn1c(=O)c2c(nc(SCC(=O)NCc3ccc4c(c3)OCO4)n2Cc2ccccc2)n(C)c1=O
-0.18,-0.88,nt,CNC(=O)c1c[nH]n2c(=O)c(Cc3ccccc3F)c(C)nc12
-0.07,-0.79,100.0*,COCC(=O)Nc1ccc(S(=O)(=O)NCCc2ccccc2)cc1
nt,nt,-54.5,Cc1cc(C)n2nc(SCCCC(=O)c3ccc(F)cc3)nc2n1
1.1,0.21,nt,Fc1ccc2c(c1)C(c1ccncc1)=NNC(c1cccnc1)=N2
-0.07,-0.28,-8.7,CCc1ccc(N(C(=O)Cc2cccs2)C(C(=O)NC2CCCCC2)c2cn(C)nc2C)cc1 (stereo unspecified)
nt,nt,-25.7,CN(c1ccccc1)S(=O)(=O)c1cccc(NC(=O)c2cc(=O)c3ccccc3o2)c1
1.45,1.68,27.3,Cc1ccccc1NC(=O)Cc1c(O)c2ccccc2[nH]c1=O
0.75,0.56,-16.3,CCOc1ccc(S(=O)(=O)Nc2ccc(S(=O)(=O)N3CCCCC3)cc2)cc1
0.01,2.36,23.1,Cc1cc2cc(CN(Cc3ccco3)C(=O)C3CCCCC3)c(=O)[nH]c2cc1C
0.05,-0.15,40.0,COCCn1c(SCC(=O)/C=C2\N(C)c3ccccc3C2(C)C)nnc1-c1ccncc1
1.14,1.04,38.5,COC(=O)C1C2C=CC3(CN(Cc4cccs4)C(=O)C13)O2 (stereo unspecified)
-0.67,0.07,-28.0,Brc1ccc(Oc2ncc(CN3CCOCC3)s2)cc1
-0.25,-0.27,-33.3,CN(CCc1ccccn1)S(=O)(=O)c1ccc(F)cc1
0.76,0.52,34.9,Nc1nc2nc(SCC(=O)N3CCCc4ccccc43)[nH]c2c(=O)[nH]1
-0.16,-0.47,-12.1,CCc1c(C)nc(SCC(=O)c2ccc(C)c(C)c2)[nH]c1=O
1.1,0.96,-7.1,CCOC(=O)c1c(C)n(C)c2ccc(OC)c(NC(=O)CCN3CCSCC3)c12
-0.03,0.13,0.0,Cc1[nH]c(=O)[nH]c(=O)c1S(=O)(=O)N1CCCC1
1.36,1.67,18.9,COc1ccc(-c2nnc(-c3cccnc3)o2)cc1
0.94,-0.02,-380.0,O=C1CC(Nc2ccccc2)C(=O)N1c1ccc(N2CCOCC2)cc1 (stereo unspecified)
0.08,-0.43,13.9,COCCN(C(=S)Nc1cc(C)cc(C)c1)C(C)c1cccnc1 (stereo unspecified)

# Laid out differently: two of the compounds above.
# Value order: sdo1 growth, sdo1 growth Rescue 24 h, INS promoter inh
Nc1nonc1-c1nc2ccccc2n1CC(=O)N/N=C/c1ccc(-c2ccccc2C(=O)O)o1
  nt, nt, 25.0
Fc1ccc2c(c1)C(c1ccncc1)=NNC(c1cccnc1)=N2
  1.1, 0.21, nt

# The list goes on:
sdo1 growth,sdo1 growth Rescue 24 h,INS promoter inh,mol
0.74,0.27,48.0,CCCCN(C(=O)NC(=O)Nc1nc2ccc(OC)cc2s1)S(C)(=O)=O
-0.56,-0.84,34.8,Cc1cccc(NC(=O)c2ccccc2O)c1C
-1.8,-1.02,nt,Nc1ccc(Sc2cnn(-c3ccccc3)c(=O)c2Cl)cc1
-0.47,1.24,5.0,O=C(CSc1nc2c(cnn2-c2ccccc2)c(=O)[nH]1)N1N=C(c2cccs2)CC1c1ccc(F)cc1 (stereo unspecified)
-0.76,-0.68,nt,CCN(CC)C(=O)Cn1nc(-c2ccccc2O)nc1SCC(=O)Nc1ccc(OC)cc1
nt,nt,-5.9,CCC(=O)Nc1cccc(C(=O)OCc2cccc([N+](=O)[O-])c2)c1
-0.1,-0.6,nt,CN(C)CCCN(C(=O)c1cc2ccccc2oc1=O)c1nc2ccc(F)cc2s1
0.37,0.14,41.7,NC(=O)CSc1nnc(-c2ccc(S(=O)(=O)N3CCCC3)cc2)n1CC1CCCO1 (stereo unspecified)

# In another format: results already given.
Structure | sdo1 growth | sdo1 growth Rescue 24 h | INS promoter inh
Nc1nonc1-c1nc2ccccc2n1CC(=O)N/N=C/c1ccc(-c2ccccc2C(=O)O)o1 | nt | nt | 25.0
O=C(CN(Cc1ccccc1)S(=O)(=O)c1ccc(S(=O)(=O)N2CCOCC2)cc1)Nc1ccccc1 | 0.01 | 0.64 | nt

# Other structures follow:
sdo1 growth,sdo1 growth Rescue 24 h,INS promoter inh,mol
-0.89,-0.16,-59.1,O=C(Nc1ccc(Cl)c([N+](=O)[O-])c1)c1ccc(NCCCN2CCOCC2)c([N+](=O)[O-])c1
-0.01,-0.81,20.0,CS(=O)(=O)N(CC(=O)Nc1ccccc1)Cc1ccc(Cl)cc1
nt,nt,60.0,Cc1ccc(N2C(=O)c3ccc(C(=O)N4CCN(c5ccc(C)c(C)c5)CC4)cc3C2=O)cc1
-1.81,-1.53,nt,O=C(Cc1sc(Nc2ccccc2)nc1-c1ccccc1)NCc1ccccc1
-0.48,-0.49,-45.2,O=c1c2c3c(sc2nc2n1CCCC2)CCCCC3
-0.42,-0.1,-24.2,COc1cc(NC(=O)c2ccccc2)c(OC)cc1NC(=O)CN1CCOCC1
11.2*,6.11*,3.0,COCCCn1c(SCC(=O)N2CC(=O)Nc3ccccc32)nnc1-c1ccoc1C
nt,nt,-77.8,O=C(CNC(=S)N(Cc1ccccc1Cl)C1CCCC1)NCCN1CCOCC1
1.33,3.14,18.0,CCN(CC)C(=O)C1CCCN(c2ccc([N+](=O)[O-])cc2/C=N/NC(=O)c2cccc([N+](=O)[O-])c2)C1 (stereo unspecified)
nt,nt,5.9,CC(=O)c1cccc(NC(=O)CN(C)S(=O)(=O)c2ccccc2)c1
-1.3,-0.28,-231.2,CCOc1ccc(C(C)C)cc1S(=O)(=O)n1nc(C)cc1C
-0.19,-0.07,nt,CCn1nc(C(=O)Nc2ccc(C)c(C)c2)c(Cl)c1Cl
0.25,-0.57,-81.8,CCC(C)NC(=O)C1CC(c2ccc(OC)cc2)=NO1 (stereo unspecified)
1.67,1.68,3.5,Cc1ccc2sc(C)[n+](CCC(C)S(=O)(=O)[O-])c2c1 (stereo unspecified)
-0.81,-0.97,-2.9,CCc1ccc(N(C(=O)c2ccco2)C(C(=O)NC2CCCC2)c2ccco2)cc1 (stereo unspecified)
-2.04,-1.52,nt,COc1cccc(C(=O)/C=C/c2ccc(SC)cc2)c1
nt,nt,8.3,O=C(CN1CCCCCCC1)Nc1ccc(Cl)cc1Cl
-1.01,-0.03,?,COC(=O)c1cc(OC)c(OC)cc1NC(=O)CSc1nnnn1Cc1ccccc1
0.82,0.5,nt,CCc1cc(=O)oc2cc(C)cc(OCc3nn[nH]n3)c12
1.35,1.22,nt,Cc1ccc(NN=Nc2nc3c([nH]2)c(=O)n(C)c(=O)n3C)cc1
0.67,0.94,37.5,Cn1c(C23CC4CC(CC(C4)C2)C3)n[nH]c1=S
0.33,-0.54,38.5,Cc1cc(N2C(=O)C(O)=C(C(=O)c3ccco3)C2c2ccc(O)cc2)no1 (stereo unspecified)
-0.42,-0.65,0.0,O=C(Nc1ccc2nc(-c3ccccc3)oc2c1)c1ccco1
nt,nt,7.1,COc1ccc(C)cc1S(=O)(=O)n1ccnc1C

# Retrieved one by one from the entries so far, 3 records:
sdo1 growth,sdo1 growth Rescue 24 h,INS promoter inh,mol
0.67,0.94,37.5,Cn1c(C23CC4CC(CC(C4)C2)C3)n[nH]c1=S
0.82,0.5,nt,CCc1cc(=O)oc2cc(C)cc(OCc3nn[nH]n3)c12
-0.42,-0.65,0.0,O=C(Nc1ccc2nc(-c3ccccc3)oc2c1)c1ccco1

# Other entries.
sdo1 growth,sdo1 growth Rescue 24 h,INS promoter inh,mol
nt,nt,-300.0,O=C(CN1CCCc2ccccc21)NCCc1ccc(Cl)cc1
-0.51,-0.16,nt,COC(=O)N/N=C/c1c(C)nn(-c2cccc(Cl)c2)c1Cl
1.32,1.18,nt,COC(=O)N(NC(=O)C(O)(c1ccccc1)c1ccccc1)c1ccccc1
-0.67,-0.01,-74.1,CC[C@H](C)NC(=O)c1ccc(Cn2c(=S)[nH]c3c([nH]c4ccc(OC)cc43)c2=O)cc1
0.4,-0.71,nt,Cc1ccc(C(=O)C(C)OC(=O)C2=COCCO2)cc1C (stereo unspecified)
0.43,-0.64,-80.0,Cc1scc(C(=O)Nn2cnnc2)c1-c1ccccc1
nt,nt,-27.8,COc1ccc(/C=C/C(=O)N2CCN(c3ccccn3)CC2)c2ccccc12
0.13,0.67,14.3,Oc1ccc(CN2CCc3ccccc3C2)c2cccnc12
0.58,0.14,nt,O=C(NCc1ccccn1)c1cccc([N+](=O)[O-])c1
nt,nt,-255.0,C=CCn1c(CNC(=O)c2ccco2)nnc1SCC(=O)c1ccccc1
nt,nt,36.4,O=C(COC(=O)CNC(=O)c1ccccc1)Nc1ccccc1Cl
0.76,0.7,-2.7,O=C(Nc1ccc2[nH]c3c(c2c1)CCCC3)c1ccco1
-0.82,-0.17,33.3,COc1cc(O)c2c(=O)c3c(OC)c(O)ccc3oc2c1
-0.03,-0.41,nt,CCOc1ccccc1-n1c(SCC(=O)N(CC)CC)nnc1-c1ccccn1
0.01,-0.38,-68.8,Cc1ccc(NC(=O)CCC(=O)N/N=C/C=C/c2ccccc2)cc1
-0.87,-0.82,43.8,CCOc1ccc(N2C(=O)CC(/C=C3/N(C)c4ccccc4C3(C)C)C2=O)cc1 (stereo unspecified)
nt,nt,-18.2,Cn1c(-c2ccco2)n[nH]c1=S
1.16,1.75,nt,CCOc1cc(N2CCOCC2)c(OCC)cc1NC(=O)CN1CCCC1
-0.02,0.12,5.0,COC(=O)[C@@H]1CC[C@H](C)[C@@H](c2ccc(C)cc2)N1C(=O)c1ccc(/C=N/O[C@@H](C)c2cn([C@H](CO)Cc3ccccc3)nn2)cc1
-1.8,-1.04,-4.4,COc1cccc(Nc2nc(-c3sc(NC(=O)CC(C)C)nc3C)cs2)c1
-0.58,-0.14,-33.3,CCOc1ccc(-n2c(C)nc3cc(C(=O)NCc4ccc5c(c4)OCO5)ccc32)cc1
-0.95,-0.68,-220.0,CCc1nc(NCc2ccccc2)c(C#N)c2c1CCCC2
nt,nt,11.8,COc1ccc(Nc2nc(N)nc(CSc3nc(C)cc(C)n3)n2)cc1
1.19,1.76,-18.8,CCOC(=O)C(C)n1cnc2c(nnn2Cc2ccc(C)cc2)c1=O (stereo unspecified)
nt,nt,33.3,O=C(CCC(=O)Nc1ccccc1)NNC(=O)c1ccccc1Cl
-0.45,-0.28,nt,COCCOC(=O)c1c(C)nc(SCC(=O)Nc2ccc(C)cc2)c(C#N)c1-c1ccco1
-0.23,-0.98,3.0,Cc1nn(C)c(C)c1S(=O)(=O)NC1CCCC1
0.07,-0.4,-15.4,Cc1cccc2c1CC(C)(C)N/C2=C\C(N)=O
-0.59,-0.38,62.5,Cc1ccc(-c2ncccc2OC(=O)C23CC4CC(CC(C4)C2)C3)cc1
-0.79,-0.92,-32.4,Cc1ccc(-n2c(=O)c(C#N)cc3c(=O)n4ccccc4nc32)cc1C
0.02,0.41,31.0,CCCSc1nc(N2CCOCC2)c2c(c1C#N)CC(C)(C)SC2
-2.04,-0.04,nt,CCOC(=O)N1CCN(C(=O)CSc2nc3c([nH]c4ccccc43)c(=O)n2C)CC1
nt,nt,-233.3,COc1cc(C(=O)N/N=C/c2sccc2C)cc(OC)c1OC
-0.62,-0.46,6.7,C=CCn1c(SCN2C(=O)c3ccccc3C2=O)nc2ccc(Cl)cc2c1=O
-0.48,-0.59,nt,Cc1ccc(-c2nc(NCCN3CCOCC3)c3ccccc3n2)cc1
nt,nt,?,O=[N+]([O-])C(C1CCS(=O)(=O)C1)C1CCS(=O)(=O)C1 (stereo unspecified)
1.3,2.05,-13.3,N#Cc1c(-c2ccc(F)cc2)cc(-c2cccnc2)nc1N
-0.01,-0.39,-23.3,CC(C(=O)N1CCc2ccccc21)n1cccc1 (stereo unspecified)
nt,nt,-50.0,CC(C)C(=O)Nc1c(O)c2ccccc2[nH]c1=O
1.28,1.63,nt,Cc1nn(C)c(C(=O)N2CCOCC2)c1Cl
0.28,0.05,nt,CCOC(=O)N1CCN(C(=O)CCSc2ccccc2)CC1
0.14,-0.09,-19.4,CCN(CC)C(=O)c1ccc2c3c(cccc13)C(=O)N(CCc1ccc(OC)c(OC)c1)C2=O
0.79,0.39,nt,CNCCCOc1ccc(C)cc1Br
-0.29,-0.73,-38.7,Cc1ccc(S(=O)(=O)N(C)CC(=O)Nc2cccc3c2CCCC3)cc1
0.29,-0.14,-7.7,CCN1CCN(C2=NC(=O)/C(=C/c3ccc(C)o3)S2)CC1
